# ELG1 DNA repair: ELG1-dependent DNA repair inhibition; HEK293T ELG1-luciferase reporter, luminescence, 16 h; DNA damage induced by 5-fluorouridine; Potency, µM (titrated, usually from 46.1 µM), for the others: at the highest dose activity change, negative = inhibition, hits mostly inhibitors; 330,000 compounds, 2.3% hits; also: potency is read from the fitted curve at half-maximal effect; % is scaled to controls: 0 for no effect and ±100 for the full control effect; nearly all actives have a fitted effect of over 55% in size
#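 DMSO vehicle served as the neutral condition. Each well held 2,000 cells given 5-fluorouridine plus compound; after 16 hr at 37 °C/5% CO2, ONE-Glo was added and luciferase measured 30 min later.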
# a7 integrin act: integrin-mediated muscular dystrophy alleviation activation; 350,000 compounds, 0.064% hits; Potency, µM (top dose mostly 38.3 µM), for inactives: at the highest dose activation, usual class: activators; alpha7betagal myoblasts, beta-gal FDG fluorescence, 48 h;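 also: potency is read from the fitted curve at half-maximal effect; 100% = response of the positive control SU9516; nearly all actives have a fitted effect of over 60% in size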
#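 alpha7betagal+/- myoblasts (passage 13, 250/well) treated 48 h at 37C with compounds at 1:260 dilution of DMSO stock. Lysed, then beta-galactosidase activity read as FDG fluorescence (ex 480/em 540) after 30 min, with pre-read for autofluorescence.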
# S-ASM inh: human S-ASM enzyme inhibition; P17405; placental ASM, HMU-PC fluorogenic substrate, 60 min; Potency, µM (doses to about 57.5 µM), for the others: at the highest dose activity change, negative = inhibition, usual class: inhibitors; 340,000 compounds, 0.006% hits; AID 504937; also: potency is read from the fitted curve at half-maximal effect
#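 Fluorogenic HMU-PC substrate (9 uM final) is turned over by placental ASM in 60 min at 37 C after a 10 min compound preincubation. Reaction ended by alkaline stop (pH 10), with fluorescence read at 386/447 nm.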
# Mito fusion yeast: blocks mitochondrial division or promotes mitochondrial fusion | S. cerevisiae fusion-defective mutant growth rescue, CellTiterGlo 48 h | Potency, µM (doses to about 46.1 µM), without a hit: at the highest dose growth rescue (activation), actives largely listed as activators | 320,000 compounds, 0.23% hits;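 also: potency is read from the fitted curve at half-maximal effect; % of control where 0% means no effect; nearly all actives have a fitted effect of over 45% in size; temperature-sensitive fusion mutants such as fzo1-1 at 37 °C on non-fermentable ethanol glycerol medium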
#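 Temperature-sensitive fusion-defective S. cerevisiae (e.g. fzo1-1, mgm1-5) were grown with compound in YPEG medium (3% ethanol, 3% glycerol) for 48 hours at 37C. Growth rescue was measured as viability by CellTiterGlo luminescence after 10 minutes at ambient.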
# TCR activator: activates T cell receptor signaling. 330,000 tested, under 10 active. primary human leukocytes, anti-CD3, IL-2 HTRF, 48 h. AID 504894. Potency, µM (doses to about 9.22 µM), for inactives: at the top dose activation of IL-2 secretion, actives largely listed as activators; also: % of control where 0% means no effect
#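 Primary human leukocytes were stimulated with a-CD3 beads plus compounds for 48 hr without co-stimulation; secreted IL-2 was quantified by HTRF using a-IL-2-K (europium cryptate) and a-IL-2-d2, excited at 320nm with acceptor emission read at 665nm.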
# Tb PFK block: blocks T. brucei phosphofructokinase; 330,000 compounds, 0.17% hits; T. brucei PFK, ADP-Glo luminescence; Potency, µM (series often up to 57.5 µM), inactives show at the highest dose activity, negative = inhibition, usual class: inhibitors;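 also: potency is read from the fitted curve at half-maximal effect; 0% = uninhibited 1x PFK enzyme wells and -100% = no-enzyme wells; nearly all actives have a fitted effect of over 60% in size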
#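 PFK 1.25 nM, F6P 0.5 mM, ATP 0.1 mM, 0.1 M TEA pH 8.0, 5 mM MgCl2, 0.01% Tween20, 0.1% BSA; 45 min RT. ADP-Glo readout. qHTS titration up to 57 uM; curves fitted, compounds curve-classed.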
# PTAP TSG101 blk: blocks PTAP/TSG101 interaction to inhibit HIV-1 budding; Q99816; Fluorescence polarization, FITC-PTAP peptide / Tsg101 binding; Potency, µM (doses to about 115 µM), for the others: at the highest dose activity change, negative = inhibition, most hits filed as inhibitors; 340,000 tested, under 10 active; active = well fitted inhibition curve with a large enough effect in the main read-out, with a control signal flat, not every such curve was filed as active; inconclusive = small, poorly fitted or top-dose-only effect, or effect the other way, or a change in a side signal; inactive = no such curve, though single readings can be large or run the other way; also: potency is read from the fitted curve at half-maximal effect; % of control where 0% means no effect
#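 Fluorescence polarization binding of Tsg101 binding domain (10 uM final) to FITC-labeled PTAP peptide (50 nM final) in HEPES pH 7.5 buffer with NaCl, Tween 20, EDTA, TCEP. Compounds added before peptide; binding 20 min at RT.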
# BCR signal inh: chronic active BCR signaling inhibition; ABC-DLBCL IkBa-CBG/CBR reporter, luminescence ratio, 4 h; Potency, µM (titrated, usually from 46.1 µM), for inactives: at the top dose ratio change, negative = lower green/red ratio, hits mostly inhibitors; 340,000 compounds, 0.05% hits; active = well fitted inhibition curve with a large enough effect in the signal ratio, with a control signal flat, not every such curve was filed as active; inconclusive = small, poorly fitted or top-dose-only effect, or effect the other way, or a change in a side signal; the % refers to the signal ratio;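 also: potency is read from the fitted curve at half-maximal effect; plate controls were basal doxycycline-induced cells for no effect and cells given 10 µM MG132 for full effect; MG132 reads +100%, hits lower the ratio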
#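 Concentration-response series (up to 46 uM) were applied to TMD8 dual-reporter cells for 4 h at 37C with doxycycline. Green/red ratio, after filter-overlap correction, defined %Activity; red signal alone was normalised to basal cells and zero luminescence.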
# Eya2 inh: Eya2 (human) phosphatase inhibition. O00167. recombinant Eya2, OMFP fluorescence dephosphorylation (OMFP is methylfluorescein phosphate). Potency, µM (series often up to 76.9 µM), for inactives: at the highest dose activity, negative = inhibition, usual class: inhibitors. 330,000 compounds, 0.006% hits. AID 488837; also: potency is read from the fitted curve at half-maximal effect; % is scaled to controls: 0 for no effect and ±100 for the full control effect
#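 Eya2 (0.2 uM) preincubated 10 min at ambient with compound, then OMFP substrate added at 50 uM; 10 min reaction in 50 mM HEPES pH 7.5, 50 mM NaCl, 5 uM MgCl2, 0.05% BSA, 1 mM DTT. Fluorescence read at Ex 485/Em 525 nm.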
# TSHR antagonist: human thyrotropin receptor antagonism; TSHR-expressing cells, TSH-stimulated cAMP HTRF, 2 h; hits give low values; activity change, negative = inhibition, % at 11.5 µM; P16473; 330,000 compounds, 0.2% hits;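 active = activity change below a set negative limit, meaning inhibition stronger than a set level, cut at about -70% in these data; inconclusive = activity change between two set negative limits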; also: % is scaled to controls: 0 for no effect and ±100 for the full control effect
# Target sequence (P16473 whole entry, looked up): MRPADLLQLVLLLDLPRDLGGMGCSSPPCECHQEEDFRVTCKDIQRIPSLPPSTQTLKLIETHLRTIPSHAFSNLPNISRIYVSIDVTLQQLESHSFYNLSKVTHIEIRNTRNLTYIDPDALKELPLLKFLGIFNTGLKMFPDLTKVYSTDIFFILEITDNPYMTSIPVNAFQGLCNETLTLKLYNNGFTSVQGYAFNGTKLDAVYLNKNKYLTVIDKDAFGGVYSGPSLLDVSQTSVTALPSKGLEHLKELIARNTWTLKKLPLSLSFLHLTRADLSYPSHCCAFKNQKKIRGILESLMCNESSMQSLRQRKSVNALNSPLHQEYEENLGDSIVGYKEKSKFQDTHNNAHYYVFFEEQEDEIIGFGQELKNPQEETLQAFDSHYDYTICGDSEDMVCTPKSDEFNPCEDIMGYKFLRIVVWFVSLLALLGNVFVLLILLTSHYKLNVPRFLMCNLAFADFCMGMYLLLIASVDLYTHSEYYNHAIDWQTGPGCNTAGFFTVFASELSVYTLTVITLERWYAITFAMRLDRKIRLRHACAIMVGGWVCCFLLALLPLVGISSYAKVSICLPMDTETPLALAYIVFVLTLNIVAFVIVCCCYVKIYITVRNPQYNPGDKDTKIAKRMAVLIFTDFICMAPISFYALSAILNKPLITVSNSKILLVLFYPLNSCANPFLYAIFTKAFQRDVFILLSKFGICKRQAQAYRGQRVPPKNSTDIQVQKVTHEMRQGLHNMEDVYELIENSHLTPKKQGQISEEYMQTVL
#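 Antagonism was scored as loss of TSH-driven cAMP in TSHR cells, stimulated with 4nM TSH (EC80) for 2 hours at 37 deg C and detected by homogeneous HTRF competition immunoassay.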
# A-T KAP1 phos: potential ataxia-telangiectasia treatment | […] A-T fibroblasts, KAP-1 phosphorylation AlphaLISA; neocarzinostatin DNA damage 30 min before lysis | Potency, µM (highest dose often 57.5 µM), for the others: at the top dose activation, usual class: activators | 320,000 compounds, 0.19% hits | AID 485349; also: potency is read from the fitted curve at half-maximal effect; % of control where 0% means no effect; nearly all actives have a fitted effect of over 45% in size
#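 ATM-like activity read as KAP-1 phosphorylation via AlphaLISA donor/acceptor antibody pairs after lysis and 6 hr at 25C. Cells were ATM-null patient fibroblasts ([…], hTERT), dosed 60 min, then exposed to the DSB inducer NCS for 30 min.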
# * hit, by the source's call; ? = inconclusive; · = no result given; [ ] = another dose, or the depositor's remark. Unless noted, calls follow the shape of the dose curve; as a rule, active = well fitted curve in the direction sought with a large enough effect; inconclusive = small, poorly fitted or top-dose-only effect, or another doubt; inactive = no such curve, though single readings can be large; an effect the other way counts as inactive or inconclusive.
SMILES | PTAP TSG101 blk | Mito fusion yeast | a7 integrin act | BCR signal inh | TCR activator | Tb PFK block | Eya2 inh | S-ASM inh | ELG1 DNA repair | A-T KAP1 phos | TSHR antagonist
Cc1cc(NC(=O)c2ccccc2)cc(NC(=O)c2ccccc2)c1C | -1% | -1% | 13% | 1% | 1% | -2% | 8% | -1% | 9% | 1% | -10
CCNC(=S)N1CCN(S(=O)(=O)/C=C/c2ccccc2)CC1 | -2% | 24% | 24% | -4% | -2% | -3% | -6% | 0% | -18% | 10% | 35
Cc1ccc2[nH]c3c(N4CCOCC4)ncnc3c2c1 | -1% | -3% | -13% | ? | 4% | 1% | 4% | 7% | -20% | 4% | -7
O=C(CN1C(=O)/C(=C/c2ccccc2Cl)SC1=S)NC1CCS(=O)(=O)C1 (stereo not drawn) | 4% | -13% | 16% | -11% | 8% | 7% | 0% | 4% | 1% | 1% | -4
Cc1ccc(CNC(=O)c2ccc(N3CCC4(CC3)CC(c3cccc(Br)c3)=NO4)c(NC(=O)c3cccc(C)c3)c2)cc1 | 0% | -7% | 6% | -2% | -16% | -1% | -20% | 5% | 5% | 23% | 0
CCOC(=O)c1c(-c2ccc(C)cc2)csc1NC(=O)CCN1CCOCC1 | 0% | 13µM* | -24% | 2% | 15%[46.1 µM] | 5% | -6% | -1% | -17% | 8% | -1
CCN1C(=O)CC(N2CCC(C(=O)N3CCOCC3)CC2)C1=O (stereo not drawn) | -2% | -5% | -10% | 4% | 3% | 20% | 6% | 5% | -1% | 3% | 21
Cn1c(=O)[nH]c(=O)c2c1nc(Br)n2C/C=N/NC(=O)c1ccccc1 | 2% | -3% | -11% | ? | -5% | 1% | 2% | 3% | 28% | -2% | -2
O=C(N/N=C/c1ccco1)c1ccccc1OCc1ccccc1Cl | -6% | ? | -2% | ? | 0%[46.1 µM] | -2% | -2% | 2% | ? | -2% | 3
NC(=O)c1ncc(C(F)(F)F)cc1Oc1cccc(C(F)(F)F)c1 | -1% | -4% | -7% | 7% | -6% | 0% | -4% | -2% | 1% | · | 11
CCCCOC(=O)C1=C(C)Nc2nnnn2C1c1ccccc1Cl (stereo not drawn) | -2% | 8% | 3% | 14% | -3% | -7% | -12% | 20% | ? | -2% | -15
O=C(Cn1cnc2ccccc2c1=O)NCCC(=O)Nc1ccc2c(c1)OCCO2 | -4% | -2% | 14% | 2% | -2% | 5% | -6% | 1% | 14% | 3% | 12
O=C(Nc1ccc(N2CCCCC2)cc1)c1cncc(Br)c1 | -2% | 4% | 13% | ? | -1% | 0% | -8% | -2% | -11% | -3% | 30
CSC1=NCCN1S(=O)(=O)c1ccc2ccccc2c1 | -4% | 22% | -13% | -1% | 13% | 1% | -24% | 1% | -2% | 7% | -10
COc1ccccc1N1CCN(CC(=O)c2ccc3ccn(C(C)=O)c3c2)CC1 | -4% | 3% | 3% | ? | -7% | 1% | 19% | 7% | 11% | 2% | -12
CCOc1ccccc1NC(=O)COc1coc(CN2CCCc3ccccc32)cc1=O | -2% | 10% | 18% | ? | 3% | 17% | 3% | · | ? | 5% | 7
Cc1cc(C)cc(N(C(=O)c2csnn2)C(C(=O)NC(C)(C)C)c2ccncc2)c1 (stereo not drawn) | 1% | 3% | 27% | -17% | · | -23% | -1% | 7% | 4% | -1% | 35
CCOC(=O)c1c(-c2ccc(C)o2)csc1NC(=S)NC(=O)c1cccs1 | 0% | -7% | -46%[inhibitor] | ? | 3%[46.1 µM] | -4% | -1% | -15% | 16µM* | 1% | -29
COC(=O)c1sccc1NC(=O)c1ccc(Br)o1 | 1% | 10% | 12% | 2% | 6% | 3% | 6% | 2% | -11% | 8% | -13
OCCNCc1ccc(OCc2ccc(Cl)cc2Cl)cc1 | -5% | -1% | -69%[inhibitor] | ? | -3% | 0% | -5% | -3% | ? | 8% | 7
COCCn1c(CN2CCN(C)CC2)nc2c1c(=O)n(C)c(=O)n2C | -2% | 2% | 3% | 8% | 6% | 5% | -7% | 0% | 12% | 0% | 12
CNC(=S)N1N=C(c2ccc(Br)cc2)CC1c1ccc(OC)cc1 (stereo not drawn) | -1% | 18% | -9% | 1% | ? | 0% | -1% | -7% | ? | -2% | -12
N#Cc1cc(-c2ccccc2)cnc1Cl | -8% | 5% | -15%[7.66 µM] | 5% | -5% | -11% | -4% | -5% | -8% | 1% | 19
Cc1ccccc1C=O | -1% | -15% | · | -2% | 2% | 0% | 2% | 8% | 16% | -3% | -18
COC(=O)c1cc(-c2cccc([N+](=O)[O-])c2)c2c(=O)n(C)c(=O)n(C)c2n1 | 4% | -1% | 7% | 4% | -2% | -3% | -18% | 0% | -22% | -3% | -2
Cc1nc2ccccc2n1CC(=O)NC1CCCCCC1 | -2% | 2% | -10% | 2% | 8% | 3% | -7% | -1% | 15µM* | -2% | -13
CC(C)(C)NC(=O)NCC1CCCC1NC(=O)NC(C)(C)C (stereo not drawn) | -9% | 2% | 6% | ? | -15% | -2% | -25% | 1% | -3% | 2% | 20
Cc1cccc(NC(=O)CSc2nncn2-c2ccccn2)c1 | 0% | 3% | 0% | ? | 1% | -19% | -5% | 8% | 11% | 1% | 15
COc1cc(C2C(C#N)=C(N)OC3=C2C(=O)CCC3)cc2c1OCO2 (stereo not drawn) | -1% | 1% | 23% | ? | 3% | -1% | -8% | 11% | -10% | 23% | 4
CCCCN(C(=O)c1ccc(COc2ccccc2)o1)c1c(N)n(CC(C)C)c(=O)[nH]c1=O | -4% | 0% | 6% | 7% | -1% | 0% | 3% | 3% | 10% | 10% | 4
CC1CCCCC1NC(=O)CSc1ccsc1[N+](=O)[O-] (stereo not drawn) | 1% | -2% | -18% | 3% | 4% | -4% | 8% | -1% | 10% | -2% | 1
N=c1n(Cc2ccccc2)c2ccccc2n1CC(O)c1ccccc1 (stereo not drawn) | -3% | -4% | -65%[inhibitor] | ? | 4% | 3% | -2% | -1% | ? | 7% | 13
CC(C)CCNC(=O)c1ccc(OC2CCN(S(=O)(=O)N(C)C)CC2)cc1 | 0% | -3% | -21% | ? | 2% | 8% | 2% | -2% | ? | 3% | -8
COc1ccc(CN(C)C2CCCCC2)cc1 | -4% | -1% | -10%[7.66 µM] | -5% | -2% | -7% | 1% | -1% | 10% | -1% | 13
COc1ccc2sc(-c3ccc(SC)cc3)c(C#CC(C)(C)O)c2c1 | 0% | 5% | -19% | 6% | 6% | 0% | -2% | 110%[activator] | -14% | ? | 10
Cc1ccc(-n2c(SCC(N)=O)nnc2-c2ccc(S(=O)(=O)N3CCCCC3)cc2)c(C)c1 | -5% | 0% | 0%[7.66 µM] | -19% | 3% | 1% | -12% | 1% | -5% | 4% | -8
O=C(COc1nsnc1N1CCOCC1)Nc1ccc(Cl)cc1 | -4% | 1% | 6% | ? | 12% | -4% | -26% | -5% | 4% | 2% | 1
CC(C)C(=O)Nc1nnc(SCC(=O)N2C(C)CCCC2C)s1 (stereo not drawn) | -3% | 8% | -8% | -7% | -1% | -10% | -26% | 5% | ? | -3% | 5
Cc1cc(OCCn2ccnc2)ccc1C(C)C | -2% | -4% | -18% | 6% | 3%[46.1 µM] | -4% | 0% | -3% | 0% | 7% | 24
Cc1c(C(=O)N2CCOCC2)oc2ccccc12 | -2% | 0% | -23% | -7% | -4% | -4% | 5% | 6% | ? | -8% | -5
O=C(C1CCN(c2nnc(-n3cccc3)s2)CC1)N1CCc2ccccc2C1 | -11% | 4% | -22% | 0% | 5%[46.1 µM] | 0% | -9% | -8% | 6% | -8% | -6
COc1ccc(C(C)=O)cc1COC(=O)c1cc(C)oc1C | -3% | 17% | -1% | 3% | -3% | 3% | 3% | -2% | -12% | 4% | -24

# Screening results: PubChem, National Center for Advancing Translational Sciences (NCATS)
